High-throughput results (PubChem BioAssay)
Mcl-1 Bim block – inhibitors of Bim-Mcl-1 interaction, human. Bead-based flow cytometry, Bim peptide-Mcl-1 binding. 190,000 compounds, 0.1% hits. inhibition, % at 10 µM. AID 1009; in the data active = inhibition above about 40%;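 also: 0% = no compound tracer wells and 100% = peptide blocker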
Target sequence (Q07820 whole entry, looked up): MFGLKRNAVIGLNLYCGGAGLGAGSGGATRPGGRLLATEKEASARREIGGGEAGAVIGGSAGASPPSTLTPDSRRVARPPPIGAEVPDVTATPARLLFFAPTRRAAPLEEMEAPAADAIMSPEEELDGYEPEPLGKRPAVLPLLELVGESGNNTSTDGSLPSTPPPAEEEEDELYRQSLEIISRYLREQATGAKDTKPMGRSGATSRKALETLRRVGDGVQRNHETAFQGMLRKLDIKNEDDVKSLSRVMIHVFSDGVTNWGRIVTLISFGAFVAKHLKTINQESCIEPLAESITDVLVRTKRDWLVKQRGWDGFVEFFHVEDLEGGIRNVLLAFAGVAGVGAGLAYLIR
Cdc42 wt – human Cdc42 wildtype GTP binding change, either direction | 190,000 compounds, 0.2% hits | GST-Cdc42 beads, Bodipy-GTP binding, flow cytometry; actives lie on both sides | AID 761 | P60953 | percent activity (GTP binding), % at 10 µM;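 active = percent activity GTP binding at least 20 points away from the 100% baseline, either down as inhibitor or up as activator; inconclusive = compound flagged as likely green fluorescent from well-wide comparison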;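 also: median bead fluorescence of bound Bodipy-FL-GTP at 100 nM; 0% = excess unlabeled GTP control and 100% = no compound control; below 100% means less GTP binding so inhibitor and above means activator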
Target sequence (P60953 whole entry, looked up): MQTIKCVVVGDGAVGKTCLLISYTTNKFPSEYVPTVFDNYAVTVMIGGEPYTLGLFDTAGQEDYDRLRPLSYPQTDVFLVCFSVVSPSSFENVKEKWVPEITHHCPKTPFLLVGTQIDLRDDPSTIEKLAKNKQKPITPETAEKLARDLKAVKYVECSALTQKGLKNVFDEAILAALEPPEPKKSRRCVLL
HRas wt GTP bind – changes GTP binding to wildtype human HRas. P01112. GST-Ras wt beads, Bodipy-FL-GTP binding, flow cytometry; actives lie on both sides. GTP binding activity, % at 10 µM. 190,000 compounds, 0.14% hits. AID 759;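 active = GTP binding activity at least 20% away from the 100% baseline, either lowered as inhibitor or raised as activator; inconclusive = flagged as likely green fluorescent, judged across all proteins in the well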;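 also: 0% = unlabeled GTP competition control and 100% = no-compound control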
Rab2A wt mod – changes GTP binding to wildtype dog Rab2A, up or down. P61105. GST-Rab2 wt beads, Bodipy-GTP binding, flow cytometry. GTP binding activity, % at 10 µM. 190,000 compounds, 0.19% hits;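 active = GTP binding activity at least 20 points away from 100%, either lowered or raised; inconclusive = signal likely due to the compound's own green fluorescence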;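 also: 0% = beads with excess unlabeled GTP and 100% = no-compound control corrected for plate trend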
Mcl1 Noxa PPI – disrupts binding of human Mcl-1 to Noxa peptide | Q07820 | TR-FRET Mcl-1/Noxa peptide binding, 2 h | inhibition, % at 21.7 µM | 220,000 compounds, 1.5% hits | AID 1022;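 active = compounds that cut the protein-peptide binding signal by more than 50% relative to plate controls in a single-dose test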;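 also: His-tagged Mcl-1 with rhodamine Noxa BH3 peptide and terbium anti-His antibody; 0% = Mcl-1 plus Noxa peptide wells and 100% = peptide-only wells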
Pf gamet viab – P. falciparum stage V gametocyte viability inhibition; 150,000 compounds, 0.065% hits; inhibition, % at 10.9 µM; AID 743093; P. falciparum stage V gametocytes, ATP luminescence, 24 h;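 active = inhibition above the mean plus 3 SD of compounds within the control limits, set per campaign, cut at about 38% in these data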;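 also: 0% = DMSO wells and 100% = medium only without gametocytes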
RGS8-Gao reg – human RGS8-Galphao interaction regulation; multiplexed bead flow cytometry, RGS8-Galphao binding; actives lie on both sides; response (percent of control binding), % at 10 µM; 220,000 compounds, 0.34% hits; AID 1423; in the data active = response below about 60% or above about 140%; inactive = in between;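 also: Galphao activated as the GDP aluminium fluoride complex binding bead-coupled RGS8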
Target sequence (P09471 whole entry, looked up): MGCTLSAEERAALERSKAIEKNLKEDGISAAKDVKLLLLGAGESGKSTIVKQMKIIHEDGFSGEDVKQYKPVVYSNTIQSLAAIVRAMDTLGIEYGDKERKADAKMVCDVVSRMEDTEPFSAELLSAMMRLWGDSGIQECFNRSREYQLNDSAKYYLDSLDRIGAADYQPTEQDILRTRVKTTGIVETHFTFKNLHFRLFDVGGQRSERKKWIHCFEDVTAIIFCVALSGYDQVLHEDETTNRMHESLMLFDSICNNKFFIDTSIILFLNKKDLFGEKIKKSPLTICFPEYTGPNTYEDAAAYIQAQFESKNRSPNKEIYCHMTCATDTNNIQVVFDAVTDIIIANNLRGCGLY
Rab7 wt modul – alters GTP binding to wildtype dog Rab7. GST-Rab7 beads, fluorescent GTP binding, flow cytometry; actives lie on both sides; untreated = 100%, excess cold GTP = 0%. GTP binding activity (percent of control), % at 10 µM. 190,000 compounds, 0.055% hits. AID 758;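 active = fluorescent GTP binding to Rab7 beads changed by at least 20 points from the 100% baseline, either direction, mostly lower; inconclusive = compound itself probably fluorescent, or too few beads counted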;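 also: median green fluorescence of bound Bodipy-FL-GTP per Rab7 bead population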
Mcl1-Bid inh – Mcl-1/Bid interaction inhibition | Q07820 | TR-FRET Mcl-1/Bid-Dy647 peptide binding, 1536-well | inhibition, % at 21.7 µM | 220,000 compounds, 0.97% hits | AID 1021;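 active = compounds that cut the binding signal by more than half at the single screening dose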;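 also: His-tagged Mcl-1 with europium anti-His antibody binding Bid BH3 peptide; 0% = Mcl-1 plus peptide wells and 100% = peptide-only wells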
Rac1 mut GTP – modulators of GTP binding to human Rac1 activated mutant. percent activity (GTP binding), % at 10 µM. 190,000 compounds, 0.11% hits. GST-Rac1 activated beads, fluorescent GTP binding, flow cytometry; actives lie on both sides; 100% means binding = to untreated wells. P63000;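 active = GTP binding at least 20 percentage points away from the 100% baseline, in either direction, so actives lie on both sides; inconclusive = Compound likely fluorescent itself, or too few beads counted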
Rac1 wt modul – human Rac1 wildtype GTP binding, inhibitors and activators; P63000; 190,000 compounds, 0.27% hits; GTP binding activity (% of control), % at 10 µM; AID 757; GST-Rac1 beads, fluorescent GTP binding, flow cytometry; actives lie on both sides; 0 = cold GTP competed, 100 = untreated;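 active = GTP binding activity at least 20 points away from the 100% control level, either lower or higher; inconclusive = compound flagged as likely green fluorescent, judged across all proteins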
The depositor's hits bear a star; ? = inconclusive; · = no result given.

SMILES	Mcl-1 Bim block	Cdc42 wt	HRas wt GTP bind	Rab2A wt mod	Mcl1 Noxa PPI	Pf gamet viab	RGS8-Gao reg	Rab7 wt modul	Mcl1-Bid inh	Rac1 mut GTP	Rac1 wt modul
O=C(Nc1nnc(C2=COCCO2)o1)c1ccc(Cl)cc1	2	107	99	95	-19	0	104	98	-38	101	104
COCCNC(=O)c1onc(CSc2ccc(C)c(C)c2)c1C(=O)O	0	96	99	97	14	-22	101	99	-3	95	96
CCCCCCNc1c([N+](=O)[O-])c(=O)sc2ccccc12	0	92	92	95	16	·	99	105	-49	90	87
COc1ccc(C(=O)Oc2ccc(=O)n(-c3ccccc3)n2)cc1	0	102	102	101	-8	9	100	102	-29	99	106
Cc1nn(-c2ccccc2)c(Cl)c1C(=O)NCCCCNC(=O)c1c(C)nn(-c2ccccc2)c1Cl	-4	101	100	101	-11	·	100	97	-5	99	107
O=C(NC12CC3CC(CC(C3)C1)C2)c1ccc(-c2ccc(Br)cc2)o1	-2	101	99	100	7	-11	100	102	-18	101	104
CC(=O)Nc1cccc(NC(=O)COc2nncc3ccccc23)c1	0	98	99	99	17	6	95	98	-20	100	99
S=C(c1cn(CCOc2ccccc2)c2ccccc12)N1CCCC1	0	104	101	100	-11	·	103	100	-62	99	109
O=C(CCC1CCCN(C(=O)C2CCCC2)C1)NCc1ccc(F)c(F)c1 (stereo unspecified)	-1	96	98	93	8	-25	105	94	-8	96	102
N#CCSc1nnc2ccc3ccccc3n12	2	95	95	94	6	4	104	98	9	94	95
O=S(=O)(NCCN1CCOCC1)c1ccc(Cl)s1	0	98	97	99	15	-5	98	95	-10	95	98
COC(=O)c1ccc(C2NC(=S)N(c3ccccc3)C(C)=C2C(=O)Nc2ccccc2OC)cc1 (stereo unspecified)	-2	104	105	103	-13	-20	96	104	-82	101	110
Cc1ccc(CNC(=O)C2CCN(S(=O)(=O)c3c(C)noc3C)CC2)cc1	-2	?	?	?	8	·	98	?	18	?	?
CCOC(=O)c1c(N/N=C/c2ccncc2)n[nH]c1C	1	96	98	95	3	7	100	96	-70	98	98
O=C(N/N=C/c1cc([N+](=O)[O-])ccc1N1CCNCC1)c1ccc([N+](=O)[O-])cc1	0	110	110	109	19	·	101	113	-14	106	111
Cc1ccc(-c2nnn(CC(=O)N(CCO)C(C(=O)NC(C)(C)C)c3ccncc3)n2)cc1 (stereo unspecified)	1	102	103	100	7	·	98	103	-8	98	100
Cc1nn2c(Nc3ccccc3)c3c(nc2c1-c1ccccc1)CCC3	-2	99	100	95	14	-5	103	98	-32	98	101
COC(=O)CCN1CCN(S(=O)(=O)c2ccccc2Br)CC1	-1	97	99	97	2	-11	99	95	26	99	98
C#CCOCCOCCOCCNc1nc(N2CCN(C(=O)[C@H]([C@@H](C)CC)n3cc([C@@H](N)CC(C)C)nn3)CC2)nc(N2CCN(C(=O)[C@H]([C@@H](C)CC)n3cc([C@@H](N)CC(C)C)nn3)CC2)n1	-1	100	97	97	28	·	103	97	46	101	100
Cc1ccc(C(=O)CC2(O)C(=O)N(CCc3ccccc3)c3ccc(Br)cc32)o1 (stereo unspecified)	0	97	97	96	-21	6	101	96	-13	95	99
CCN1CCN(CCCOc2ccc(-c3ccccc3)cc2)CC1	-1	97	96	97	8	·	101	99	-3	95	96
O=S(=O)(c1cnccc1N1CCN(/N=C/c2ccc(Cl)cc2)CC1)N1CCCCC1	-3	101	100	101	14	24	121	102	-26	100	104
CC1(C(=O)O)CCC(C(=O)NC2CCCCC2)C1(C)C (stereo unspecified)	0	101	99	99	-6	-19	103	98	4	99	99
O=C(O)CCC(=O)Nc1ccccc1C(=O)NCCc1ccccc1	-2	103	101	100	13	8	82	99	-3	99	105
Cn1cccc1CNC1CCCC1	-3	102	100	99	-11	-1	100	98	-29	98	102
c1cncc(-c2nc(NCCCN3CCOCC3)c3c4c(sc3n2)CCC4)c1	-2	96	94	94	7	10	106	93	-19	93	92
Cc1cc(C)cc(NC(=O)C(OC(=O)c2sccc2C)c2ccccc2)c1 (stereo unspecified)	12	100	100	99	15	·	89	98	-29	97	104
Cc1ccc2cc3c(N)c(C(=O)N4CCOCC4)sc3nc2c1	-3	98	97	95	22	·	98	97	-55	97	98
Cc1ccc(S(=O)(=O)N/N=C/c2ccc(OCC(=O)Nc3ccccc3Cl)cc2)cc1	0	94	96	95	4	-3	102	96	-36	94	95
CC(=O)c1cc(C)ccc1OC(=O)c1cccnc1	0	108	108	108	-1	-14	92	101	-12	103	104
COC(=O)/C(C#N)=C/c1occc1C	-7	98	98	98	4	·	97	97	-40	101	99
COCCn1c(=S)[nH]c2cc(C(=O)N3CCN(Cc4ccc5c(c4)OCO5)CC3)ccc2c1=O	-3	104	103	105	-5	-29	118	98	-70	102	100
CCCCNC(=O)COc1ccccc1C(=O)c1cc(C#N)c(=O)n(CCOC)c1	1	103	100	99	0	10	110	99	-41	98	102
O=C(Cn1nc(C(F)(F)F)c2c1CCC2)NCc1ccc(Cl)cc1	1	102	99	100	1	·	100	102	-6	97	104
CC(=O)NCCn1c(SCc2cccc([N+](=O)[O-])c2)nc2ccccc2c1=O	-2	95	98	101	4	8	105	106	-9	91	99
O=C(NCCNCc1ccc(F)cc1)c1ccco1	-2	97	98	99	23	·	101	99	13	97	97
Nc1nc(-c2ccc(Cl)cc2)nn1C(=O)c1ccco1	-4	92	90	92	-20	-5	105	98	-19	90	91
O=C(NCc1ccncc1)/C(=C\c1ccc(F)cc1)NC(=O)c1ccccc1	-1	102	99	100	14	-33	108	98	-23	100	100
COc1cc(/C=N/Nc2ccc(F)cc2F)cc(OC)c1O	9	96	99	99	62*	·	96	95	-76	101	97
COc1ccc(NC(=O)C23CC4CC(C2)CC(n2cnc(Br)n2)(C4)C3)cc1Cl	-1	102	100	100	-2	·	100	103	-26	98	103
C=CCn1c(=O)[nH]c2cc(C(=O)N3CCN(c4ccc(C(C)=O)cc4)CC3)ccc2c1=O	5	99	100	102	45	-8	100	101	22	101	101
COC(=O)CSc1snnc1-c1ccc(F)cc1	-3	101	99	101	21	·	97	98	-49	100	103
Cc1ccc(Nc2nc(N/N=C\c3ccc4c(c3)OCO4)nc(N3CCOCC3)n2)cc1	0	96	96	96	17	11	101	100	-39	91	97
CCOC(=O)N1CCc2c(sc3c2c(=O)n(Cc2ccccc2)c(=O)n3Cc2cccc(C)c2)C1	-4	97	96	96	-12	·	100	94	-2	95	98
O=C(CSc1oc(-c2ccco2)nc1S(=O)(=O)c1ccc(F)cc1)NCC1CCCO1 (stereo unspecified)	-3	102	101	101	9	·	102	100	-4	100	102
C/C(N)=C(/C#N)C(=O)CSc1nncn1-c1ccccc1	-1	99	99	99	10	16	102	105	-14	95	99
Cn1c(=O)c(C(=O)COC(=O)c2cc(-c3ccco3)nc3ccccc23)c(N)n(CC2CC2)c1=O	5	96	94	95	95*	·	90	99	-7	93	96
O=C(NNc1nc2c(F)cc(F)cc2s1)c1ccccc1	2	93	97	99	-8	·	98	107	-60	97	99
Cn1c(=O)oc2cc(S(=O)(=O)N3CCCC(C(=O)NCCN4CCOCC4)C3)ccc21 (stereo unspecified)	0	103	103	102	18	·	101	99	-1	99	103
c1cncc(-c2nc(NCc3cccs3)c3ccccc3n2)c1	0	92	96	97	-3	14	105	101	-1	96	94
Cc1ccc2nc(C)cc(Nc3ccc([N+](=O)[O-])cc3)c2c1	-2	104	103	106	49	-16	102	102	49	100	106
COc1ccccc1NC(=O)Nc1cc(F)ccc1F	0	97	99	99	0	·	100	101	-24	97	96
O=C(COC(=O)c1ccc(NS(=O)(=O)c2cccs2)cc1)NCC1CCCO1 (stereo unspecified)	0	95	97	99	-7	7	95	106	-23	95	98
O=C(CCN1CCN(c2ccccc2F)CC1)Nc1ccc2c(c1)OCO2	-8	98	99	100	-16	·	101	95	-9	98	105
CCCCNC(=O)c1cc2ccccc2s1	0	98	93	97	8	0	102	90	7	93	103
CCOc1ccc(NC(=O)c2cc3c(=O)n(C)c4ccccc4c3n2C)cc1	1	102	102	101	-9	·	100	100	-6	99	109
COc1ccc(-c2cnc(SCC(=O)Nc3ccc4c(c3)OCO4)n2Cc2ccco2)cc1	0	98	97	96	17	·	90	96	-18	96	99
COc1ccc(N=c2cc(-c3ccc(O)cc3)oc3ccccc23)cc1	-4	101	100	99	19	8	103	101	-42	101	99
CC(c1ccccc1)N1C(=O)CC(Sc2ncccc2C(=O)O)C1=O (stereo unspecified)	-3	102	98	100	1	7	94	97	4	99	99
O=C(Cc1ccc(-n2cccc2)cc1)NC1CCCCCC1	-4	100	100	100	2	-20	79	100	-31	101	107

Other compounds follow.
SMILES	Mcl-1 Bim block	Cdc42 wt	HRas wt GTP bind	Rab2A wt mod	Mcl1 Noxa PPI	Pf gamet viab	RGS8-Gao reg	Rab7 wt modul	Mcl1-Bid inh	Rac1 mut GTP	Rac1 wt modul
CCOc1ccccc1NC(=O)C(OC(=O)c1ccc(N(C)C)cc1)c1ccccc1 (stereo unspecified)	-4	103	102	98	-26	-4	98	98	-21	100	103
CC(=O)COc1ncnc2c(Cl)cc(Cl)cc12	0	94	99	96	15	16	101	99	-12	96	99
O/N=C1/CCSc2ccccc21	-2	102	102	98	-3	·	97	101	-56	100	101
CC(=O)N1CCN=C1SCc1cccc(C(F)(F)F)c1	-3	103	101	100	-11	·	90	100	-14	98	105
Cc1ccc(/C=C(\C#N)C(=O)Nc2c(C)cccc2C)s1	-5	102	103	102	1	·	101	101	-12	100	106
O=C(CSc1nnc(-c2ccco2)o1)NC1CCCCCC1	0	100	103	101	-4	·	100	102	-23	98	104
Cc1nc2cc(NS(=O)(=O)c3ccc(Br)cc3)ccc2n1C	-4	92	95	93	-1	17	99	91	-42	92	90
CCOC(=O)c1ccc2ncc(-c3ccccc3)nc2c1	-5	?	?	?	2	10	104	?	-9	?	?
CCC(c1nnc(SCC(=O)NC23CC4CC(CC(C4)C2)C3)o1)N(C)C (stereo unspecified)	0	97	98	96	16	·	99	95	-35	96	97
O=C(CCN(NC(=O)c1ccccc1)C1=NS(=O)(=O)c2ccccc21)NC1CCCCC1	-2	104	101	103	7	·	101	100	-25	101	103
O=C(O)CN1C(=O)CNC1=O	-1	100	100	101	-3	·	102	102	-12	99	101

This is a random part of the collection (roughly 2.9% active in at least one column).
